Screening data: PubChem, National Center for Advancing Translational Sciences (NCATS)
GLS inhibitor: qHTS for Inhibitors of Glutaminase (GLS); AID 624170, 2012; Potency, µM (doses to about 45.5 µM), for inactives: at the top dose activity change, negative = inhibition, usual class: inhibitors; GLS enzymatic activity, qHTS titration; 410,000 tested, 0.21% active; also: potency is read from the fitted curve at half-maximal effect; % is scaled to controls: 0 for no effect and ±100 for the full control effect
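Coupled fluorescence readout: glutamate oxidase/HRP/Amplex Red detect glutamate formed by hKGA from L-glutamine (1 mM solution added). Buffer 45 mM KH2PO4 pH 8.2, 0.02% Tween-20; reads at t0 and 30 min RT.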
Pin1 inh: qHTS Assay to Find Inhibitors of Pin1; Potency, µM (highest dose often 115 µM), for inactives: top-dose activity, negative = inhibition, usual class: inhibitors; Pin1 FP peptide displacement, HiFluor488, 10 min; 390,000 tested, 0.009% active; AID 504891, 2011; Peptidyl-prolyl cis-trans isomerase NIMA-interacting 1 (Homo sapiens), Q13526; active = well fitted inhibition curve with a large enough effect in the polarisation, with a control signal flat, not every such curve was filed as active; inconclusive = small, poorly fitted or top-dose-only effect, or effect the other way, or a change in a side signal; inactive = no such curve, though single readings can be large or run the other way; the % refers to the polarisation; also: potency is read from the fitted curve at half-maximal effect; % is scaled to controls: 0 for no effect and ±100 for the full control effect
Target sequence (Q13526 whole entry, looked up): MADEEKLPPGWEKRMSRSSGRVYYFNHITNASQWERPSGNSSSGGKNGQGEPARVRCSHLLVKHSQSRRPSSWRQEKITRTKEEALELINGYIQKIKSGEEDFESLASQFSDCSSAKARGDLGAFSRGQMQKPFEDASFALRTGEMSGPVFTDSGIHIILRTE
TrxR1 substrate: qHTS Assay for Substrates of Mammalian Selenoprotein Thioredoxin Reductase 1 (TrxR1): qHTS; 390,000 tested, 0.01% active; Potency, µM (titrated, usually from 114 µM), without a hit: at the top dose activity change, negative = substrate turnover; purified TrxR1 substrate turnover, NADPH consumption readout; also: potency is read from the fitted curve at half-maximal effect; % is scaled to controls: 0 for no effect and ±100 for the full control effect; nearly all actives have a fitted effect of over 50% in size
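Rat TrxR1, dispensed at 90 nM, was prereduced with 400 uM NADPH (final) for 5 min at ~22 deg C, then incubated with compound 15 min before 400 uM selenite. A first-read NADPH fluorescence drop versus no-compound background flagged substrates.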
mIDH1 inhibitor: qHTS for Inhibitors of mutant isocitrate dehydrogenase 1 (IDH1): qHTS; Isocitrate dehydrogenase [NADP] cytoplasmic (Homo sapiens), O75874; IDH1-R132H enzyme, NADPH consumption, diaphorase/resazurin fluorescence; Potency, µM (titrated, usually from 76.6 µM), without a hit: at the top dose activity change, negative = inhibition, actives largely listed as inhibitors; 390,000 tested, 0.093% active; also: potency is read from the fitted curve at half-maximal effect; % is scaled to controls: 0 for no effect and ±100 for the full control effect; nearly all actives have a fitted effect of over 65% in size
Target sequence (O75874 whole entry R132H, stated change not applied): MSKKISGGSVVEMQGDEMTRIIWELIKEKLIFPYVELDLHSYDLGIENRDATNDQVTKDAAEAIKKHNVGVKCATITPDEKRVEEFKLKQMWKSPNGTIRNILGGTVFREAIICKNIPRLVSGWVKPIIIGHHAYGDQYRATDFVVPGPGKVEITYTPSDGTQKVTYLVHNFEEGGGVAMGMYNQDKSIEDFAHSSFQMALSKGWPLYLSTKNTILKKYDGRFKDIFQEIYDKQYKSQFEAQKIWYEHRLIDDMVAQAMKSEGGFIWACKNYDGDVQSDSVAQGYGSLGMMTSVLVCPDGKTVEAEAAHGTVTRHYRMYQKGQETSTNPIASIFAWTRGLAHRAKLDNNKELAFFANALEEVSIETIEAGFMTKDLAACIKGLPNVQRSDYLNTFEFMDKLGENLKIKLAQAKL
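IDH1-R132H (0.5 ug/mL) preincubated 30 min with compound, then NADPH (0.016 mM) and alpha-KG (2 mM) added; 80 min at RT, pH 7.5. Remaining NADPH coupled via diaphorase/resazurin to fluorescence (540/590 nm); concentration-response curves normalized to no-enzyme control.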
rTrxR1 inhibitor: qHTS Assay for Inhibitors of Mammalian Selenoprotein Thioredoxin Reductase 1 (TrxR1): qHTS | recombinant rTrxR1, NADPH fluorescence consumption, selenite substrate | Potency, µM (titrated, usually from 114 µM), without a hit: at the highest dose activity change, negative = inhibition, actives largely listed as inhibitors | 390,000 tested, 1% active | AID 588453, 2011; also: potency is read from the fitted curve at half-maximal effect; % is scaled to controls: 0 for no effect and ±100 for the full control effect; nearly all actives have a fitted effect of over 65% in size
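Rat TrxR1 (90 nM in the dispensed reagent) was pre-reduced with 400 uM NADPH for 5 min at room temperature, then incubated with compound for 15 min. After 400 uM selenite was added, NADPH fluorescence (Ex 340/Em 450 nm) was followed for 8 min.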
Tb PGK inh: qHTS Assay to Find Inhibitors of Phosphoglycerate Kinase. PGK/GAPDH coupled, Kinase-Glo luminescence, 60 min. Potency, µM (top dose mostly 57.5 µM), inactives show at the top dose activity change, negative = inhibition, actives largely listed as inhibitors. 380,000 tested, 0.043% active. AID 602233, 2012; also: potency is read from the fitted curve at half-maximal effect; % is scaled to controls: 0 for no effect and ±100 for the full control effect; nearly all actives have a fitted effect of over 60% in size
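Recombinant glycosomal PGK reaction used 1,3-bisphosphoglycerate generated in-well by GAPDH (100nM final) in 100mM TEA pH 7.6, 5mM MgCl2, 0.01% Tween-20. After 60 minutes at room temperature, ATP was read by Kinase-Glo Plus luminescence end-point.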
USP1-UAF1 inh: Inhibitors of USP1/UAF1: Primary Screen; recombinant USP1/UAF1, Ub-Rhodamine cleavage fluorescence; 390,000 tested, 0.23% active; AID 743255, 2014; Potency, µM (highest dose often 57.1 µM), for inactives: top-dose activity change, negative = inhibition, most hits filed as inhibitors; Ubiquitin carboxyl-terminal hydrolase 1 (Homo sapiens), O94782; also: potency is read from the fitted curve at half-maximal effect; % is scaled to controls: 0 for no effect and ±100 for the full control effect; nearly all actives have a fitted effect of over 60% in size; inactives centre near -12
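1 nM enzyme complex + cpd, 15 min RT; start with Ub-Rho 150nM final; kinetic fluorescence ex 480/em 540, 6 reads q60 s. Buffer 50mM HEPES pH 7.8, 0.5mM EDTA, 0.1 mg/ml BSA, 1mM TCEP, 0.01% Tween-20.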
PI4K2A inh: qHTS for small molecular inhibitors of PI4K2A; Phosphatidylinositol 4-kinase type 2-alpha (Homo sapiens), Q9BTU6; purified PI4K2A, ADP-Glo luminescence, 1 h; active compounds read low; activity change, negative = inhibition, % at 76.9 µM; 420,000 tested, 0.13% active; in the data active = activity change below about -50%; inconclusive = mostly about -30% to -49%;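 also: -100% = wells without enzyme as full effect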
Target sequence (Q9BTU6 whole entry, looked up): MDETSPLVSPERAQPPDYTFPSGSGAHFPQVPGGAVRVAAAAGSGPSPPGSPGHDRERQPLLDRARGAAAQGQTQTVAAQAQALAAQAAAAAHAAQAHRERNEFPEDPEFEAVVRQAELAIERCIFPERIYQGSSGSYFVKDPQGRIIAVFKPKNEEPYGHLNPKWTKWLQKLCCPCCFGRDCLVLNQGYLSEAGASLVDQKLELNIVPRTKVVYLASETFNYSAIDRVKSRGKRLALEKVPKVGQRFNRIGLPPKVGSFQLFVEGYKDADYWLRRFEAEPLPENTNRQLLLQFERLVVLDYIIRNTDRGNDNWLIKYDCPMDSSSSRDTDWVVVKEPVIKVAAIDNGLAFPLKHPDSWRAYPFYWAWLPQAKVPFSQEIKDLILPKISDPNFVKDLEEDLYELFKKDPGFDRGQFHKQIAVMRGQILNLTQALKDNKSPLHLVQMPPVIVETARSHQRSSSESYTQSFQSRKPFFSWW
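Compounds are screened against recombinant PI4K2A using PI as substrate and ATP, the latter dispensed at 300 microM. Reactions run one hour at ambient temperature before ADP-Glo detection; full inhibition defined by wells lacking enzyme.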
HP1b chromo inh: HTS for Inhibitors of HP1-beta Chromodomain Interactions with Methylated Histone Tails; Chromobox protein homolog 1 (Homo sapiens), P83916; AlphaScreen HP1-beta / biotin-H3K9me3 peptide binding; Potency, µM (doses to about 114 µM), for inactives: at the top dose activity change, negative = inhibition, most hits filed as inhibitors; 390,000 tested, 0.56% active; AID 540317, 2011; also: potency is read from the fitted curve at half-maximal effect; nearly all actives have a fitted effect of over 70% in size; inactives centre near 23
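AlphaScreen: HP1-beta (50 nM) preformed 30 min with biotin-H3(1-18)K9me3 peptide (50 nM) in PBS pH 7.4, 0.01% Tween-20. Compound added for 30 min at RT, then streptavidin donor/nickel chelate acceptor beads (10 ug/mL) for 30 min.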
Numbers without * were called inactive; i = inactive; u = inconclusive; x = not tested or not shown; [ ] = another dose, or the depositor's remark. Unless noted, calls follow the shape of the dose curve; as a rule, active = well fitted curve in the direction sought with a large enough effect; inconclusive = small, poorly fitted or top-dose-only effect, or another doubt; inactive = no such curve, though single readings can be large; an effect the other way counts as inactive or inconclusive. Not all compounds are listed; the hit share may differ from the screen's.

entry	mol	GLS inhibitor	Pin1 inh	TrxR1 substrate	mIDH1 inhibitor	rTrxR1 inhibitor
1	CCOC(=O)C1=C(c2ccccc2)NC(=O)NC1c1ccsc1 (centres undefined)	-12%	1%	0%	0%	24%
2	COc1ccccc1CNC(=O)[C@H](C)NC(=O)[C@@H]1Cc2ccccc2CN1	-6%	-7%	3%	0%	10%
3	COCc1ccc(CN2CCc3c([nH]c4ccccc34)C2C(C)(C)C)o1 (centres undefined)	10%	5%	-6%	-11%	-14%
4	CCCn1c2ccccc2c2cnn(CC(=O)NCCc3ccc(C)cc3)c(=O)c21	3%	13%	5%	13%	6%
5	CC(C)Nc1nnc(SCC(=O)/C=C2\N(C)c3ccccc3C2(C)C)s1	9%	38%[activator]	-4%	1%	8%[0.0914 µM]
6	COc1ccc(CC(=O)OCC(=O)NCc2ccco2)cc1OC	-1%	-2%	12%	3%	-28%
7	Cc1ccc(N2C(=O)c3ccc(C(=O)NCCN4CCOCC4)cc3C2=O)cc1	-8%	0%	-2%[57.1 µM]	1%	0%[57.1 µM]
8	CCCCN(C(=O)c1cccc(S(=O)(=O)N(C)c2ccc(C)cc2)c1)c1c(N)n(CCCC)c(=O)[nH]c1=O	-1%	3%	7%	7%	20%
9	COC(=O)c1ccc(C(=O)NC(=S)Nc2ccc3nc(SC)sc3c2)cc1	1%	8%	-5%	5%	-14%
10	CCN(CC)c1ccc2c(c1)C(=O)N(C)C2=O	8%	u	-5%	2%	-4%
11	CC(=O)NC(=S)NNC(=O)COc1ccc(Br)cc1	-4%	29%	13%	2%	8%
12	O=S(=O)(Nc1ccc2ccccc2c1)N1CCCCC1	4%	2%	-7%[2.29 µM]	0%	-13%[2.29 µM]
13	COc1ccccc1CN1CC(C(=O)NCCN2CCNC2=O)CCC1=O (centres undefined)	0%	-3%	-5%	-3%	2%
14	COCCCN1C(=O)C(CC(=O)NCc2cccc3ccccc23)CC(C(=O)N(C)C)=C1C (centres undefined)	0%	x	x	6%	x
15	COc1ccc(CCNS(=O)(=O)c2cc3c(cc2C)NC(=O)CO3)cc1OC	2%	3%	7%[57.1 µM]	-3%	12%[57.1 µM]

entry	Tb PGK inh	USP1-UAF1 inh	PI4K2A inh	HP1b chromo inh
1	-5%	-15%	2	17%
2	-6%	-22%	5	69%[activator]
3	-2%	-9%	1	-9%
4	1%	-19%[11.4 µM]	1	11%
5	3%	-8%	-3	20%
6	2%	-17%	-4	37%
7	-4%	-16%	8	31%
8	i	-11%	-1	28%
9	-6%	-25%	-3	20%
10	3%	-20%	1	98%[activator]
11	-3%	-14%	-9	0%
12	4%	u	-4	6%[57 µM]
13	-8%	-3%	2	26%
14	1%	-2%	8	x
15	6%	-26%	-6	34%

Carrying on:
entry	mol	GLS inhibitor	Pin1 inh	TrxR1 substrate	mIDH1 inhibitor	rTrxR1 inhibitor
16	COc1cc(C(=O)NC2CCCc3ccccc32)cc(OC)c1C (centres undefined)	-10%	2%	-3%	7%	-10%
17	Cc1c(C(=O)NCCCn2ccnc2)oc2ccccc12	-5%	1%	0%[11.4 µM]	-5%	13%[11.4 µM]
18	COC(=O)CCC(=O)OC1(C)C(=O)C=C2C=C(c3ccsc3)OC=C2C1=O (centres undefined)	13µM*	u	-3%	2%[38.3 µM]	u
19	COc1ccc(S(=O)(=O)NCc2ccc3c(c2)OCO3)cc1OC	-3%	3%	0%	0%	9%
20	O=C(CN(C(=O)Cn1nnc(-c2ccccc2F)n1)c1cccc2c1CCCC2)NCc1ccccc1	-3%	21%	2%[57.1 µM]	6%	21%[57.1 µM]
21	COc1ccc(C(NC(=O)/C=C/c2ccco2)c2ccc(OC)c(OC)c2)cc1 (centres undefined)	-7%	u	-8%	-6%	50µM*
22	COc1ccc(-c2nnc(SCC(=O)Nc3cc(C)on3)o2)cc1	15%	3%	4%	-3%	11%
23	Cc1ccc(/C=C/c2ccc3cccc(O)c3n2)s1	5%	37%[activator]	-14%	-7%	u
24	Nc1ccc(NC(=O)NC2CCCCC2)cc1	u	-2%	-5%[57.1 µM]	8%	35%[activator][57.1 µM]
25	COc1cc(C(=O)Nc2nnc(C(C)(C)C)s2)c([N+](=O)[O-])cc1OC	0%	9%	-2%	0%	3%
26	COc1ccc(NC(=O)Cn2cc(C(=O)c3ccncc3)c(=O)c3cc(C)ccc32)cc1Cl	-18%	51%[activator]	4%[57.1 µM]	-15%	28%[57.1 µM]
27	O=C(CN(C(=O)c1nsc(Cl)c1Cl)c1ccc(F)cc1)NC1CCCC1	-9%	-3%	3%[0.457 µM]	6%	17%
28	Cc1ccc(C(=O)NC(=C(Cl)Cl)S(=O)(=O)c2ccc(Cl)cc2)cc1	-1%	u	-11%	3%	32µM*
29	CCCn1c(SCC(=O)Nc2ccc(C(=O)Nc3ccccc3OC)cc2)n[nH]c1=O	13%	-5%	7%[57.1 µM]	0%	10%[57.1 µM]
30	CC(=O)C1=C(c2ccc(Cl)cc2)N(C(C)=O)n2c(nnc2C2CCCCC2)S1	4%	6%	-1%[57.1 µM]	-17%	10%[57.1 µM]

entry	Tb PGK inh	USP1-UAF1 inh	PI4K2A inh	HP1b chromo inh
16	-1%	-10%	2	18%
17	i	-10%	14	36%
18	-13%	u	-14	u
19	x	-7%	1	23%
20	-4%	-6%	2	1%
21	-2%	-12%	1	-1%
22	5%	-3%	2	19%
23	6%	-5%	-10	28%
24	i	-11%	0	20%
25	0%	-13%	-5	u
26	i	-24%	2	82%[activator][57 µM]
27	1%	-12%	0	16%
28	0%	-2%	-13	18%
29	-2%	-7%	-3	21%
30	0%	-10%	9	45%[activator]

The list goes on:
entry	mol	GLS inhibitor	Pin1 inh	TrxR1 substrate	mIDH1 inhibitor	rTrxR1 inhibitor
31	CSc1ccc(COC(=O)c2cc([N+](=O)[O-])ccc2N2CCOCC2)cc1	0%	11%	-5%	4%	4%
32	Cn1c(=O)n(C)c2cc(N3CCOCC3)c(NS(=O)(=O)c3ccc(F)cc3)cc21	39%[activator]	5%	3%	23%	3%
33	C=CCNC(=O)NC(=O)COC(=O)CCCSc1nc2ccccc2[nH]1	4%	9%	7%	7%	24%
34	Cc1ccc(/C=C2\CCn3c2nc2cc(C(=O)O)ccc2c3=O)c(C)c1	u	-2%	-3%	16%	-8%
35	Nc1c(N(CCC2=CCCCC2)C(=O)COc2ccc(F)cc2)c(=O)[nH]c(=O)n1Cc1ccccc1	-10%	19%	-1%	4%	-2%
36	CCCN1C=CC(=C2C(=O)c3ccccc3C2=O)C=C1	-1%	u	-8%[57.1 µM]	0%	-21%[57.1 µM]
37	CCOC(=O)N1CCN(c2cc(=O)n(-c3ccccc3C)c(=O)[nH]2)CC1	-4%	0%	3%	0%	2%

entry	Tb PGK inh	USP1-UAF1 inh	PI4K2A inh	HP1b chromo inh
31	-7%	-10%	-4	u
32	-8%	-15%	1	42%[activator]
33	4%	-9%	6	14%
34	3%	-9%	-5	2%
35	-8%	-21%	1	23%
36	u	-22%	-54*	15%
37	-4%	-8%	2	20%

Reprinted at random: 3 entries already listed
entry	mol	GLS inhibitor	Pin1 inh	TrxR1 substrate	mIDH1 inhibitor	rTrxR1 inhibitor
31	CSc1ccc(COC(=O)c2cc([N+](=O)[O-])ccc2N2CCOCC2)cc1	0%	11%	-5%	4%	4%
37	CCOC(=O)N1CCN(c2cc(=O)n(-c3ccccc3C)c(=O)[nH]2)CC1	-4%	0%	3%	0%	2%
35	Nc1c(N(CCC2=CCCCC2)C(=O)COc2ccc(F)cc2)c(=O)[nH]c(=O)n1Cc1ccccc1	-10%	19%	-1%	4%	-2%

entry	Tb PGK inh	USP1-UAF1 inh	PI4K2A inh	HP1b chromo inh
31	-7%	-10%	-4	u
37	-4%	-8%	2	20%
35	-8%	-21%	1	23%
